# Screening results from PubChem BioAssay.
# LYP inhibition = PTPN22 lymphoid phosphatase activity blockers – biochemical, fluorescence intensity, uHTS (AID 1779); recombinant LYP phosphatase, fluorescence intensity; higher % means a stronger effect; one-dose inhibition, % at 11.5 µM; IC50 in µM for titrated hits; 0.054% of 290,000 active;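 further: plate controls were vehicle with enzyme for no effect and no enzyme for full effect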
# AID2073 = disruptors of CaV2.2 binding to Mint1 – biochemical, HTRF (AID 2073); inhibition, % at 20 µM; hits with a dose series show IC50 in µM; HTRF protein-protein interaction, Mint1-CaV2.2; higher % means a stronger effect; 0.19% of 290,000 active; in the data active means inhibition mostly above about 51%, no sharp cut-off; inconclusive means no clear call, values can overlap the other calls; inactive means mostly below about 53%; further: some results filed as inactive read as strong as hits
# Myeloid diff MLP = compounds promoting myeloid differentiation; ER-HoxA9 myeloid progenitors, lysozyme-GFP differentiation, flow cytometry; calls only at 10 µM; 1% of 360,000 active; AID 624256;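 active means normalized GFP-positive differentiation at or above the plate's own cutoff, the solvent-only control mean plus 3 SD; inconclusive means no clear call, values can overlap the other calls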;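 further: cells exposed to compound for four days before flow analysis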
# Dengue-2 NS5 capping = Dengue-2 NS5 methyltransferase inhibitors, primary screen, biochemical, confirmation dose response (AID 588689); 0.3% of 340,000 active; Dengue-2 NS5 methyltransferase capping enzyme assay, biochemical; higher % means a stronger effect; one-dose inhibition, % at 25 µM; IC50 in µM for titrated hits; in the data active means a potency from the dose series; inconclusive means inhibition above about 29% without an active follow-up result
# HEK293 NOD2/NF-kB = NOD2 signaling inhibitors, cell-based, luminescence, uHTS, HEK293 (AID 1566). 0.63% of 290,000 active. HEK293 NOD2/NF-kB luciferase reporter, luminescence; higher % means a stronger effect. inhibition, % at 4 µM, or EC50 in µM where a hit was titrated; further: many of its hits are not listed in these tables
# XIAP displacement = small molecules displacing peptide from XIAP – biochemical, IAP family, fluorescence polarization (AID 1018); displacement, % at 20 µM, or IC50 in µM where a hit was titrated; XIAP BIR domain, fluorescence polarization peptide displacement; higher % means a stronger effect; 0.007% of 200,000 active; in the data active means displacement above about 50%; further: a part of the inactive calls stands beside numbers as strong as those of hits
# Siah-1 displacement = Siah-1 peptide-binding antagonists, primary screen, biochemical, fluorescence polarization, rhodamine-plectin, uHTS (AID 1817) | Siah-1 / rhodamine-plectin peptide fluorescence polarization; higher % means a stronger effect | 0.02% of 290,000 active | displacement, % at 20 µM, or IC50 in µM where a hit was titrated;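 active means displacement of at least 50% at 20 µM, with a fluorescence ratio check between 0.3 and a set limit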;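 further: plate controls were Siah plus tracer with DMSO for no effect and tracer alone without Siah for full effect; strong numbers were not always called active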
# Hep lipid drop = hepatic lipid droplet formation modulation. AML12 mouse hepatocytes, oleate lipid droplets, BODIPY imaging. 0.4% of 240,000 active. inhibition, % at 6.5 µM;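 active means lipid droplet intensity inhibited by at least 50%, with more than 500 cells counted; inconclusive means wells with under 300 cells, treated as cytotoxic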
#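 Assay system: AML12 mouse liver cells | Compound: 6.5 µM single-point dosing | Schedule: Overnight exposure | Technique: Fluorescence imaging, 20x objective, two fields per well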
# HIV fusion peptide = cell-free HIV fusion peptide-binding blockers – biochemical, uHTS, fluorescence dequenching, primary screen (AID 1986); cell-free peptide binding, fluorescence dequenching, 30 min; higher % means a stronger effect; inhibition, % at 20 µM; hits with a dose series show IC50 in µM; 0.3% of 290,000 active; in the data active means inhibition mostly above about 52%, no sharp cut-off; inactive means mostly below about 76%; further: some results filed as inactive read as strong as hits
# Hep lipid drop cells 6.5 µM = second read-out of Hep lipid drop, no call of its own (marks repeat the call); cell count; measured here: cell count, cytotoxicity flag;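 cells counted across two imaged fields per well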
# Dengue-2 NS5 capping pilot replicate = also measured in Dengue-2 NS5 capping; calls as there; inhibition, %; measured here: pilot screen replicate inhibition
# Myeloid diff MLP GFP+ MAC1+ % = second read-out of Myeloid diff MLP, no call of its own (marks repeat the call); GFP+ MAC1+ double positive, %; measured here: differentiation confirmed by MAC1 staining
# Starred values were filed as active, the others as inactive; i = inactive; ? = inconclusive; nt = not tested or not shown; + = active, no number. Unless noted, no stated cut-off is given here; in the data, active means inhibition above about 50%; inactive means the rest. Only part of the results is shown; count on the stated rates, not on these rows.
SMILES,LYP inhibition,AID2073,Myeloid diff MLP,Myeloid diff MLP GFP+ MAC1+ %,Dengue-2 NS5 capping,HEK293 NOD2/NF-kB,XIAP displacement,Siah-1 displacement,Hep lipid drop,Hep lipid drop cells 6.5 µM,HIV fusion peptide,others
CC(=O)c1ccc(NC(=S)Nc2ccc3cn[nH]c3c2)cc1,0%,28%,i,0.4,-11%,1%,-5.3%,-8%,-17,691,-0.3%,
O=C(COc1ccc2c(-c3ccccc3)cc(=O)oc2c1)NCC(O)c1ccccc1 (centres undefined),-4%,2%,i,1.3,-2%,9%,nt,4%,-2,804,2.1%,
Cn1c(=O)c2c(SCc3cccnc3)nc(CC(C)(C)C)nc2n(C)c1=O,-2%,-1%,i,2.8,-1%,21%,0.4%,4%,nt,nt,-0.4%,
CCSc1cc(N2CCOCC2)nc(-c2ccc(Cl)cc2)n1,-1%,1%,i,0.4,-3%,-8%,-5.5%,-2%,-3,710,-0.3%,
CCc1c(C)sc(NC(=O)OC)c1C(N)=O,-4%,-16%,i,1.4,-9%,5%,-2.0%,-3%,nt,nt,-1.6%,
Cc1cccc(NC(=O)c2c(C)nc3ccccn23)c1,-1%,-1%,i,0.4,4%,10%,-12%,0%,-2,716,1.2%,
Cc1c(C(=O)O)nn(-c2cccc(C(F)(F)F)c2)c(=O)c1C#N,-3%,19%,i,0.5,3%,8%,nt,3%,-2,827,-0.6%,Dengue-2 NS5 capping pilot replicate=-0.3
CCCCOCCCNC(=O)C1CCCCC1,-4%,-7%,i,1.1,-6%,12%,-3.7%,6%,nt,nt,-3.3%,
CCN1CCN(C2=NC(=O)/C(=C/c3ccc(C)o3)S2)CC1,0%,20%,i,5.9,18%,11%,-1.8%,6%,nt,nt,1.0%,
O=C1COc2ccccc2N1Cc1ccccc1Cl,-7%,16%,i,0.8,-3%,10%,-1.2%,2%,nt,nt,1.9%,
N#Cc1cnc(SCC(=O)Nc2ccccc2C(F)(F)F)nc1N,-7%,3%,i,2.1,-6%,6%,-2.9%,-2%,-37,719,0.4%,
Cc1ccc(-n2nc3c(=O)n(C(C)C(=O)NCc4ccc5c(c4)OCO5)nc(C)c3c2C)cc1 (centres undefined),-4%,3%,?,nt,-19%,44%,nt,4%,15,665,-1.8%,
COc1ccc2c(Cl)c(C(=O)N/N=C3\CCCC(=O)C3)sc2c1,0%,51%*,+,59*,?,-46%,-18%,-2%,21,694,78%*,
Cc1ccc2nc(C)c3c(c2c1)N(c1ccccc1)CC3,-6%,24%,i,0.6,nt,-7%,nt,1%,-10,647,1.5%,
COc1cc(NC(=O)C/C(C)=N/NC(=O)c2cccc(O)c2)c(OC)cc1Cl,-4%,-6%,i,0.3,5%,-3%,-2.8%,4%,14,640,0.1%,
O=C(NCCc1ccccc1)C1CCN(S(=O)(=O)N2CCCCCC2)CC1,-4%,7%,i,0.8,-3%,-27%,-4.6%,-4%,-17,651,2.5%,
CCOC(=O)C1=C(C)NC(=S)NC1C (centres undefined),-3%,-16%,i,0.4,-11%,-2%,-1.7%,-2%,8,708,0.4%,
O=S(=O)(NCC1CC1)c1cc(Cl)cc(Cl)c1,1%,6%,i,0.5,-4%,-22%,nt,-3%,nt,nt,0.9%,
O=C(c1coc(=O)c(Br)c1)N1CCC(C(O)(c2ccccc2)c2ccccc2)CC1,3%,17%,i,1.0,-2%,8%,nt,-2%,-1,752,0.6%,
Cc1ccccc1NC(=O)CSc1nc2ccccc2c2nc(CCn3cncc3C)nn12,-3%,-4%,i,0.5,0%,4%,-1.9%,3%,-4,639,2.6%,
CC(=O)Oc1ccc(/C=N/NC(=O)C2CCCN2S(=O)(=O)c2ccc(Cl)cc2)cc1 (centres undefined),-9%,-15%,i,0.9,12%,3%,0.6%,0%,5,835,-1.7%,
Cn1c(CNC(=O)c2ccccc2F)cc2ccccc21,-9%,5%,i,0.9,15%,-2%,nt,4%,-8,846,0.9%,
O=C(CC1S/C(=N\S(=O)(=O)c2ccc(F)cc2)N(c2ccccc2)C1=O)Nc1ccccc1 (centres undefined),8%,8%,i,0.1,-6%,-6%,-3.4%,7%,-4,574,13%,
Cc1ccccc1C(=O)NC(=S)Nc1ccc(S(=O)(=O)N2CCN(C)CC2)cc1,3%,-22%,i,0.6,-5%,8%,-7.3%,1%,10,760,-3.2%,
COC(C[C@H](O)CC(=O)COCc1ccccc1)OC,-12%,10%,i,2.3,-2%,20%,nt,8%,11,731,2.2%,
O=C(CSC(=S)N1CCOCC1)Nc1nc(-c2ccccc2)c(-c2ccccc2)o1,0%,-3%,i,1.7,-8%,5%,-1.5%,1%,nt,nt,0.2%,
Cc1cccc(CN2C(=O)/C(=C\c3ccc(C(=O)NCCN4CCOCC4)cc3)Sc3ccccc32)c1,-10%,0%,i,3.0,-3%,8%,nt,5%,5,729,-0.6%,
Cc1cc(C)c(S(=O)(=O)N2CCN(C(=O)N3CCOCC3)CC2)c(C)c1,-6%,12%,i,0.4,-5%,9%,nt,-4%,nt,nt,0.2%,
CC(C)(C)NC(=O)CCCSc1nc2ccccc2s1,-2%,-2%,i,0.2,-3%,-62%,-3.6%,3%,-1,711,1.9%,
CN(C)C(CNC(=O)c1cnc(Cl)c(Cl)c1)c1ccccc1 (centres undefined),-8%,6%,i,0.9,0%,-7%,nt,3%,-1,413,-3.0%,
CC(C)(C)C(=O)O/N=C1\CCS(=O)(=O)c2sccc21,0%,4%,i,0.3,-8%,6%,-6.4%,-1%,0,731,2.5%,
COc1ccc(CCNC(=O)c2ccc(N(C)S(=O)(=O)c3ccc(C)cc3)cc2)cc1OC,-5%,-7%,i,0.5,-6%,16%,2.1%,-2%,1,680,0.0%,
CCOC(=O)C1(Cc2cccc(Cl)c2)CCCN(C(=O)CCSC)C1 (centres undefined),-4%,12%,i,1.1,-7%,-25%,nt,-1%,-6,786,-0.6%,
CCn1nnc(NC(=O)c2cccc(-c3cc4ccccc4oc3=O)c2)n1,2%,4%,i,7.2,-11%,-29%,-4.6%,-4%,-8,678,3.1%,
COC(=O)c1cc(C(=O)c2cc(F)ccc2O)cn2c(=O)c3c(C)c(C)sc3nc12,10%,32%,i,0.4,-4%,24%,nt,-1%,-38,686,5.2%,
COc1ccc(C2C(CC(=O)O)=C(Nc3ccccc3)C(=O)N2c2ccccc2)cc1 (centres undefined),-1%,1%,i,0.1,-4%,4%,-4.2%,11%,0,686,1.3%,
COc1ccc(N2CCN(C(=O)c3ccc4[nH]c(C)c(C)c4c3)CC2)cc1,2%,-3%,i,5.3,-7%,32%,nt,-2%,-14,701,-1.5%,
CCOc1ccc(NC(=O)c2ccco2)cc1,1%,-4%,i,0.6,-1%,-73%,-3.8%,0%,14,656,-0.7%,
Cc1cccc(C)c1NC(=S)Nc1ccc(Cl)c(Cl)c1,3%,-14%,i,0.7,-4%,-41%,-5.0%,-2%,-19,616,2.7%,
Cc1occc1-c1nnc(SCC(=O)c2ccc(F)cc2)o1,1%,-2%,i,1.1,1%,12%,-3.9%,0%,8,791,4.6%,Dengue-2 NS5 capping pilot replicate=-3.3
CCn1nnc(NC(=O)c2ccc(Br)o2)n1,-10%,10%,i,1.6,3%,6%,nt,6%,4,761,1.0%,
CCN1CCN(CCNC(=O)CCc2c(C)c3c(C)nn(-c4ccccc4)c3n(C)c2=O)CC1,-5%,11%,i,0.8,-2%,20%,nt,4%,-10,671,4.8%,
CC(=O)c1cccc(S(=O)(=O)NC2CCSc3ccccc32)c1 (centres undefined),-6%,-4%,i,0.1,-1%,11%,nt,6%,-4,718,-1.4%,
N#Cc1ccc(-c2ccc(F)cc2)nc1Sc1ccccc1,-8%,0%,i,1.0,4%,-9%,-4.3%,4%,nt,nt,-3.5%,
CC(=O)c1cc(F)c(N2CCN(CCC#N)CC2)cc1C,4%,6%,i,1.0,2%,2%,1.1%,-1%,-18,747,3.3%,
CCC(=O)N1CCn2c1nc1ccccc12,-3%,12%,i,7.8,-2%,4%,-4.8%,-2%,nt,nt,-2.7%,
O=C1CN(CC(=O)Nc2ccc(Cl)cc2)CCN1,-2%,16%,i,0.8,7%,-6%,-3.8%,1%,17,747,1.7%,
COC(CNS(=O)(=O)c1ccc(S(=O)(=O)N2CCCC2)cc1)OC,-7%,20%,i,0.6,-1%,13%,-4.1%,-2%,8,720,-0.9%,
Cc1cc2cc(C(c3nnnn3Cc3ccco3)N3CCc4ccccc4C3)c(=O)[nH]c2cc1C (centres undefined),-1%,56%,i,1.1,6%,15%,-4.3%,0%,-17,720,27%,
CCn1ncc(CN2CCCC(C(=O)Nc3cccc(-c4cc5ccccc5[nH]4)c3)C2)c1C (centres undefined),-8%,8%,i,6.4,-5%,10%,nt,0%,-4,851,-1.4%,
O=C(C1CCN(Cc2ccccc2O)CC1)N1CCN(Cc2ccc3c(c2)OCO3)CC1,-9%,0%,i,1.2,1%,3%,nt,7%,-10,814,-1.7%,

# In the list so far, these contain fluorine.
SMILES,LYP inhibition,AID2073,Myeloid diff MLP,Myeloid diff MLP GFP+ MAC1+ %,Dengue-2 NS5 capping,HEK293 NOD2/NF-kB,XIAP displacement,Siah-1 displacement,Hep lipid drop,Hep lipid drop cells 6.5 µM,HIV fusion peptide,others
Cc1c(C(=O)O)nn(-c2cccc(C(F)(F)F)c2)c(=O)c1C#N,-3%,19%,i,0.5,3%,8%,nt,3%,-2,827,-0.6%,Dengue-2 NS5 capping pilot replicate=-0.3
N#Cc1cnc(SCC(=O)Nc2ccccc2C(F)(F)F)nc1N,-7%,3%,i,2.1,-6%,6%,-2.9%,-2%,-37,719,0.4%,
Cn1c(CNC(=O)c2ccccc2F)cc2ccccc21,-9%,5%,i,0.9,15%,-2%,nt,4%,-8,846,0.9%,
O=C(CC1S/C(=N\S(=O)(=O)c2ccc(F)cc2)N(c2ccccc2)C1=O)Nc1ccccc1 (centres undefined),8%,8%,i,0.1,-6%,-6%,-3.4%,7%,-4,574,13%,
COC(=O)c1cc(C(=O)c2cc(F)ccc2O)cn2c(=O)c3c(C)c(C)sc3nc12,10%,32%,i,0.4,-4%,24%,nt,-1%,-38,686,5.2%,
Cc1occc1-c1nnc(SCC(=O)c2ccc(F)cc2)o1,1%,-2%,i,1.1,1%,12%,-3.9%,0%,8,791,4.6%,Dengue-2 NS5 capping pilot replicate=-3.3
N#Cc1ccc(-c2ccc(F)cc2)nc1Sc1ccccc1,-8%,0%,i,1.0,4%,-9%,-4.3%,4%,nt,nt,-3.5%,
CC(=O)c1cc(F)c(N2CCN(CCC#N)CC2)cc1C,4%,6%,i,1.0,2%,2%,1.1%,-1%,-18,747,3.3%,
